p53ts 39C kill – qHTS Screen for Compounds that Selectively Target Cancer Cells with p53 Mutations: Cytotoxicity of p53ts Cells at the Nonpermissive Temperature | H1299-p53A138V viability at 39C, ATP luminescence, 24 h | Potency, µM (titrated, usually from 46.1 µM), for inactives: at the top dose activity change, negative = cell killing, actives largely listed as cytotoxic | hit rate 1.5% among 130,000 | AID 902, 2007; further: nearly all actives have a fitted effect of over 55% in size
IkB signaling – IkB Signaling | ABC-DLBCL IkBa-CBG/CBR dual luciferase ratio, 4 h; response scale: scaled: untreated 0%, proteasome inhibitor 100% | Potency, µM (doses to about 57.1 µM), for the others: at the top dose IkBa stabilization activation | hit rate 0.04% among 110,000 | AID 445, 2006; active means well fitted curve in the direction sought with a large enough effect in the signal ratio, not every such curve was filed as active; inconclusive means small, poorly fitted or top-dose-only effect, or a change in a side signal; the % refers to the signal ratio;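 further: the direction sought is a rising ratio; 0% = basal untreated cells and 100% = reference inhibitor full response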
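Luminescence ratio of IκBα-fused green versus native red beetle luciferase in OCI-Ly3 cells, 4 h post-doxycycline with compound; red signal alone, scaled from basal (0%) to zero light (-100%), flagged nonspecific or cytotoxic effects.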
p53ts 32C kill – qHTS Screen for Compounds that Selectively Target Cancer Cells with p53 Mutations: Cytotoxicity of p53ts Cells at the Permissive Temperature. H1299-p53A138V at 32C, ATP luminescence viability, 24 h. AID 924, 2007. Potency, µM (series often up to 46.1 µM), for the others: at the highest dose activity change, negative = cytotoxicity, hits mostly cytotoxic. hit rate 0.93% among 130,000;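 further: 0% = DMSO and -100% = full killing by reference compound; nearly all actives have a fitted effect of over 55% in size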
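Cells: H1299 p53ts (A138V), 600/well, pre-incubated 16–30 h at 37C. Cpd up to 46 uM, 24 h, 32C. Readout: ATPlite luminescence, 20 min RT. Normalization: DMSO vs tamoxifen 100 uM. AC50 by Hill equation.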
Imprint erasure – qHTS Assay for Compounds that Induce Erasure of Genomic Imprints | Potency, µM (highest dose often 60.7 µM), without a hit: at the top dose activity change, positive = activation, most hits filed as activators | mouse ES Peg3-LacZ reporter, beta-gal luminescence, 40 h | hit rate 0.02% among 110,000;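 further: 0% = negative control wells on the plate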
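Imprint erasure is scored as LacZ activity from the silenced maternal Peg3 allele in feeder-free female ES cells cultured 40 h with LIF. Luminescence is normalized to in-plate negative controls and fitted to the Hill equation.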
Starred values were filed as active, the others as inactive; & = joins results of further samples; [ ] = another dose, or the depositor's remark. Unless noted, the call rests on the fitted dose curve; in most records, active means well fitted curve in the direction sought with a large enough effect; inconclusive means small, poorly fitted or top-dose-only effect, or another doubt; inactive means no such curve, though single readings can be large; an effect the other way counts as inactive or inconclusive. Unless noted, on the % scale 0 is the no-effect control and ±100 the full control effect; potency means the concentration at half of the fitted maximal effect.

Results for CC(=O)N1c2ccc(S(=O)(=O)NCC3CCC(C(=O)NCCC(C)C)CC3)cc2CC1C (stereo not drawn) ?
p53ts 39C kill: 26%; IkB signaling: -0.2%; p53ts 32C kill: -9%; Imprint erasure: -12%[10.9 µM]

Results for COC(=O)c1c(F)c(F)c(N2CCOCC2)c(F)c1F ?
p53ts 39C kill: 12%; IkB signaling: -0.7%; p53ts 32C kill: 2%; Imprint erasure: 1%

Results for COc1ccc(C)cc1NC(=O)Cn1nc(N2CCN(c3ccccc3OC)CC2)ccc1=O ?
p53ts 39C kill: -19%; IkB signaling: 0.4%; p53ts 32C kill: 10%; Imprint erasure: 15%[10.9 µM]

How did COc1cc(/C=C/c2nc(C#N)c(NC3CCCCC3)o2)cc(OC)c1OC do in these assays?
p53ts 39C kill: -1%; IkB signaling: inconclusive; p53ts 32C kill: 6%; Imprint erasure: -8%[10.9 µM]

How did CCc1cccc(C)c1NC(=O)Cn1ccn(-c2ccc(F)cc2)c(=O)c1=O do in these assays?
p53ts 39C kill: 9%; IkB signaling: -0.6%; p53ts 32C kill: 0%; Imprint erasure: 9%[10.9 µM]

Results for COC(=O)c1cc(S(=O)(=O)NCC2CCN(Cc3ccc(F)cc3)CC2)cn1C ?
p53ts 39C kill: -5%; IkB signaling: -2.2%; p53ts 32C kill: 2%; Imprint erasure: 7%[10.9 µM]

What do the screens show for `COc1cc(OC)cc(C(=O)Nc2cc(-c3nc4ccccc4[nH]3)ccc2C)c1`?
p53ts 39C kill: -7%; IkB signaling: inconclusive; p53ts 32C kill: -10%; Imprint erasure: -17%[10.9 µM]

Results for COC(=O)c1ccc(NC(=O)CSc2ccc(-c3cccs3)nn2)cc1 ?
p53ts 39C kill: -10%; IkB signaling: inconclusive; p53ts 32C kill: 1%; Imprint erasure: -6%[10.9 µM]

Results for CCN(CC(=O)NCc1ccccn1)S(=O)(=O)c1ccc(Cl)cc1 ?
p53ts 39C kill: 7%; IkB signaling: 1.3%; p53ts 32C kill: 3%; Imprint erasure: 7%

How did Cc1ccc(-n2nc(C(=O)Nc3ccc(C)c(F)c3)c(=O)n(C)c2=O)cc1 do in these assays?
p53ts 39C kill: 2%; IkB signaling: 4.3%; p53ts 32C kill: 2%; Imprint erasure: -1%[10.9 µM]

Results for O=c1c(-c2cc(F)cc(F)c2)nc2cnc(Nc3ccccc3)nc2n1C[C@H]1CCCO1 ?
p53ts 39C kill: 1%; IkB signaling: -2.1%[11.4 µM]; p53ts 32C kill: -5%; Imprint erasure: -1%

Results for C=CCc1ccc(OC)c(OC)c1 ?
p53ts 39C kill: 0%; IkB signaling: 1.7%; p53ts 32C kill: 4%[1.84 µM]; Imprint erasure: -2%

What do the screens show for `COC(=O)c1ccc(COc2ccc(C3C4=C(CCCC4=O)Nc4onc(C)c43)cc2)cc1` (stereo not drawn)?
p53ts 39C kill: 4%; IkB signaling: inconclusive; p53ts 32C kill: 23%; Imprint erasure: -30%[inhibitor]

Results for CC(=O)Nc1nonc1-c1nnc(SCC(=O)Nc2ccc(C)c(Cl)c2)n1C ?
p53ts 39C kill: -1%; IkB signaling: 1.9%; p53ts 32C kill: -7%; Imprint erasure: -5%[10.9 µM]

What do the screens show for `COc1ccccc1-c1nc2c(c(SCc3cc(C)ccc3C)n1)Cc1c(CO)cnc(C)c1O2`?
p53ts 39C kill: 17%; IkB signaling: -1.4%; p53ts 32C kill: 15%; Imprint erasure: -13%[10.9 µM]

What do the screens show for `COc1cc(OC)cc(C(=O)Nc2ccccc2NC(C)=O)c1`?
p53ts 39C kill: -8%; IkB signaling: -3.6%; p53ts 32C kill: -1%; Imprint erasure: -6%

What do the screens show for `O=C(CSc1ccc2nnc(-c3cccnc3)n2n1)NCC1CCCO1` (stereo not drawn)?
p53ts 39C kill: 22%; IkB signaling: -1.2%; p53ts 32C kill: 10%; Imprint erasure: -18%

How did CC1(C)CC(=O)C2=C(C1)NC(=O)CC2c1cc2c(cc1Br)OCO2 (stereo not drawn) do in these assays?
p53ts 39C kill: -6%; IkB signaling: -0.3%; p53ts 32C kill: 2%; Imprint erasure: -9%

How did O=C(Nc1nc2n(n1)C(c1ccc(F)cc1)C=C(c1ccc(Cl)cc1)N2)c1ccco1 (stereo not drawn) do in these assays?
p53ts 39C kill: 9%; IkB signaling: -0.2%; p53ts 32C kill: 0%; Imprint erasure: 5%[10.9 µM]

Results for CC1CCCC(NC(=O)CSc2nnc(N)s2)C1C (stereo not drawn) ?
p53ts 39C kill: -1%; IkB signaling: 0.9%; p53ts 32C kill: -4%; Imprint erasure: -14%

How did CC(=O)C1=C(C)NC(SCC(=O)c2ccccc2)=C(C#N)C1c1ccco1 (stereo not drawn) do in these assays?
p53ts 39C kill: -3%; IkB signaling: inconclusive; p53ts 32C kill: 14%; Imprint erasure: 15%

What do the screens show for `O=C(Nc1ccc(F)cc1)N(Cc1nnc2n1CCCCC2)c1ccccc1`?
p53ts 39C kill: -5%; IkB signaling: -0.3%; p53ts 32C kill: -6%; Imprint erasure: -2%

How did CC1CCCCC1NC(=O)CSc1nnc(N)s1 (stereo not drawn) do in these assays?
p53ts 39C kill: 1%; IkB signaling: -1.2%; p53ts 32C kill: 2%; Imprint erasure: -7%

What do the screens show for `O=C(NCC1CCCO1)C1CCCN(c2ncccn2)C1` (stereo not drawn)?
p53ts 39C kill: 4%; IkB signaling: 0.7%; p53ts 32C kill: -7%; Imprint erasure: -2%

Results for CC12CCC3c4ccc(OCc5ccccc5)cc4CCC3C1CC(O)C2O (stereo not drawn) ?
p53ts 39C kill: inconclusive; p53ts 32C kill: -1%; Imprint erasure: -16%

Results for O=C1CN(C(=O)Cc2ccc(F)cc2)C(c2ccccc2)c2cc(Br)ccc2N1 (stereo not drawn) ?
p53ts 39C kill: 9%; IkB signaling: inconclusive; p53ts 32C kill: -4%; Imprint erasure: -7%[10.9 µM]

How did CNc1c(NC(=O)c2cc(OC)cc(OC)c2)c(=O)oc2ccccc12 do in these assays?
p53ts 39C kill: -19%; IkB signaling: inconclusive; p53ts 32C kill: 10%; Imprint erasure: 4%[10.9 µM]

Results for Cc1ccn2c(Nc3ccc4c(c3)OCO4)c(-c3ccc(N(C)C)cc3)nc2c1 ?
p53ts 39C kill: inconclusive; IkB signaling: -1.2%; p53ts 32C kill: inconclusive; Imprint erasure: -16%[10.9 µM]

How did COC(=O)[C@@]1(Cc2ccccc2)[C@H]2c3cc(C(=O)N4CCCC4)n(CC4CC4)c3C[C@H]2CN1C(=O)c1ccccc1 do in these assays?
p53ts 39C kill: 51%[activator]; p53ts 32C kill: 32%[activator]; Imprint erasure: -17%

Results for Cc1ccc2c(c1)nnn2C1CCN(S(=O)(=O)c2ccc(C(=O)N(C)C3CCCCC3)cc2)CC1 ?
p53ts 39C kill: -10%; IkB signaling: inconclusive; p53ts 32C kill: -1%; Imprint erasure: -6%

4 successive compounds out of the list so far:
How did CC1(C)CC(=O)C2=C(C1)NC(=O)CC2c1cc2c(cc1Br)OCO2 (stereo not drawn) do in these assays?
p53ts 39C kill: -6%; IkB signaling: -0.3%; p53ts 32C kill: 2%; Imprint erasure: -9%

How did O=C(Nc1nc2n(n1)C(c1ccc(F)cc1)C=C(c1ccc(Cl)cc1)N2)c1ccco1 (stereo not drawn) do in these assays?
p53ts 39C kill: 9%; IkB signaling: -0.2%; p53ts 32C kill: 0%; Imprint erasure: 5%[10.9 µM]

Results for CC1CCCC(NC(=O)CSc2nnc(N)s2)C1C (stereo not drawn) ?
p53ts 39C kill: -1%; IkB signaling: 0.9%; p53ts 32C kill: -4%; Imprint erasure: -14%

How did CC(=O)C1=C(C)NC(SCC(=O)c2ccccc2)=C(C#N)C1c1ccco1 (stereo not drawn) do in these assays?
p53ts 39C kill: -3%; IkB signaling: inconclusive; p53ts 32C kill: 14%; Imprint erasure: 15%

New compounds follow
What do the screens show for `CC1(C)CC(=O)c2c(oc3c(Cl)cc(NS(=O)(=O)c4ccc(Br)cc4)cc23)C1`?
p53ts 39C kill: 9%; IkB signaling: -1.3%; p53ts 32C kill: -6%; Imprint erasure: -4%[10.9 µM]

Results for O=C(c1ccco1)n1c(=S)nc2ccccn21 ?
p53ts 39C kill: -11%; IkB signaling: 3.2%; p53ts 32C kill: -4%; Imprint erasure: -61%[inhibitor]

Results for CC(=O)Nc1ccc(C2Nc3ccccc3C(=O)N2C2CCCCC2)cc1 (stereo not drawn) ?
p53ts 39C kill: -9%; IkB signaling: 3.0%; p53ts 32C kill: 3%; Imprint erasure: -2%

How did Cc1ccc2scc(N3CCc4ccccc4C3)c(=O)c2c1 do in these assays?
p53ts 39C kill: -11%; IkB signaling: inconclusive; p53ts 32C kill: -16%; Imprint erasure: -17%[10.9 µM]

What do the screens show for `Cn1c(=O)c(=O)n(C)c2cc(S(=O)(=O)CCC(=O)Nc3ccc(F)cc3)ccc21`?
p53ts 39C kill: 14%; IkB signaling: 1.1%; p53ts 32C kill: -7%; Imprint erasure: -11%[10.9 µM]

How did COc1cc(NC(=O)c2cc3c(s2)-c2ccccc2OC3)cc(OC)c1OC do in these assays?
p53ts 39C kill: inconclusive; IkB signaling: inconclusive; p53ts 32C kill: 13µM*; Imprint erasure: -9%[10.9 µM]

What do the screens show for `Cc1cccnc1NC(=O)COc1ccc2oc3c(c2c1)CCCC3`?
p53ts 39C kill: -16%&11%; IkB signaling: inconclusive; p53ts 32C kill: -16%&-3%; Imprint erasure: -9%

How did CSc1ncc(Cl)c(C(=O)N(C)c2ccccc2)n1 do in these assays?
p53ts 39C kill: 0%; IkB signaling: -1.5%; p53ts 32C kill: 8%; Imprint erasure: 22%[10.9 µM]

Results for CSc1ccc(S(=O)(=O)Nc2ccc(N3CCOCC3)c(Cl)c2)cc1 ?
p53ts 39C kill: 24%; IkB signaling: 5.5%; p53ts 32C kill: 34%[activator]; Imprint erasure: -22%

Results for O=C(NCc1cccnc1)c1ccc(CS(=O)(=O)Cc2ccc(Cl)cc2)o1 ?
p53ts 39C kill: -15%; IkB signaling: 1.2%; p53ts 32C kill: 1%; Imprint erasure: -9%

Results for c1ccc(-c2nnc(CSc3nnc(-c4cccs4)o3)o2)cc1 ?
p53ts 39C kill: -4%; IkB signaling: inconclusive; p53ts 32C kill: 11%; Imprint erasure: -7%

How did CCOc1ncccc1C(=O)Nc1ccc2c(C)cc(=O)oc2c1 do in these assays?
p53ts 39C kill: -6%; IkB signaling: 0.5%; p53ts 32C kill: -6%; Imprint erasure: -8%

What do the screens show for `Cc1ccc(Cn2ccc(NC(=O)c3nc4ncccn4n3)n2)cc1`?
p53ts 39C kill: 7%; IkB signaling: 2.9%; p53ts 32C kill: -3%; Imprint erasure: inconclusive

Results for CC1=C(C(=O)Nc2ccc(Cl)cc2)C(C(C)C)n2nc(SCc3cccc(C)c3)nc2N1 (stereo not drawn) ?
p53ts 39C kill: -2%; IkB signaling: -0.8%; p53ts 32C kill: 3%; Imprint erasure: -7%[10.9 µM]

What do the screens show for `CCOC(=O)N1CCN(S(=O)(=O)N2CCCC(C(=O)NCc3cc(OC)ccc3OC)C2)CC1` (stereo not drawn)?
p53ts 39C kill: -24%; IkB signaling: -0.6%; p53ts 32C kill: 12%; Imprint erasure: -15%[10.9 µM]
